# Screens: PubChem BioAssay, Broad Institute
# GSIS activator: GLuc luminescence reporter in INS-1E cells, primary screen for activators of glucose-dependent secretion of insulin | INS-1E GLuc reporter insulin secretion, 2-3 h | hit rate 0.61% among 370,000 | activation, % at 16.6 µM;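 active = lowest replicate activation of at least 40%, so every replicate reaches that level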;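 note: 0% = median of neutral control wells and 100% = median of IBMX positive control wells; some compounds called inactive have numbers as strong as hits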
# CFTR F508del cor: F508del CFTR correction, initial screen, CFBE line, single point; CFBE cells, YFP halide quenching; stimulated with forskolin plus potentiator P3; % fluorescence drop versus neutral controls; activity (quench increase), % at 7.58 µM; hit rate 0.36% among 350,000; AID 720511, 2013;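 active = mean added fluorescence quench of at least 8% versus neutral control, with both replicates also reaching 8%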;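 note: cells transiently co-express mutant CFTR-F508del with the halide-sensitive YFP; corrector assay measuring rescue of mutant channel to the surface after 24 h compound exposure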
# FN deposit inh: inhibitors of fibronectin matrix deposition, primary screen, AH1F cells, Alexa488-fibronectin fluorescence, plate reader; inhibition, % at 12.6 µM; AH1F fibroblasts, overnight; hit rate 0.086% among 350,000;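 active = mean inhibition across replicates of 30% or more, regardless of how many single replicates reach that level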;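 note: positive control wells lacked labelled fibronectin entirely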
#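 material = AH1F fibroblast monolayer depositing Alexa488-labelled fibronectin into matrix | amount = 10000 AH1F cells/well | buffer or medium = DMEM plus 2% serum, read in PBS | incubation = 1 h cell adhesion before compound, then overnight fibronectin incubation | detection = fluorescence at 485 nm excitation, 525 nm emission | evaluation = percent inhibition as loss of matrix-bound fibronectin fluorescence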
# * = called active by the depositor. An excerpt; rates above refer to the full screens.
# Value order – GSIS activator, CFTR F508del cor, FN deposit inh
CCOc1cc(OCC)cc(C(=O)N2CCC[C@H]2C(=O)N2CCC[C@H]2C(=O)NCc2cccc(OC)c2)c1
→ -5, 0.9, -2
CC(C)C[C@H]1CN(CCCC[C@@H]2CNC(=O)C(=O)N2CCc2ccccc2)C(=O)C(=O)N1CCc1ccc(O)cc1
→ 6, -2.7, 10
CNc1cc(=O)n(C)c(=O)n1-c1ccccc1
→ 6, 0.2, -4
CCN(CC)CCCN(C(=O)Cn1nnc(-c2ccc(OC)c(OC)c2)n1)C(C(=O)NC(C)(C)C)c1ccc(F)cc1 (centres undefined)
→ -28, 1.9, -5
COC1C=CC(CNC(=O)c2cc3c(=O)n4cccc(C)c4nc3n2C)(OC)O1 (centres undefined)
→ -8, -1.5, 2
Cc1ccc(NC(=S)NCc2ccccc2)cc1S(=O)(=O)N1CCCCC1
→ -13, -1.3, 2
O=C(Cc1ccccc1)c1c[nH]c(C(=O)NCCCn2ccnc2)c1
→ 7, -1.4, 4
CC(C)[C@@H]1NC(=O)[C@@H]2CSCCS(=O)(=O)N2C1=O
→ 22, 1.1, -3
CC(C)(C)c1ccc(C#C[C@@H]2C=C[C@H]3OC(=O)CC/C=C/CCC(=O)OC[C@H]3O2)cc1
→ 95*, 0.4, -2
CN(C)/C=C/C(=O)c1ccc(Oc2ncccn2)cc1
→ 12, -1.8, 7
CN1CCN(c2nc3c(c(=O)n(C)c(=O)n3C)n2CCSc2nnnn2-c2ccccc2)CC1
→ 8, -1.0, 1
CN1C2=CC=CC=CC2=[N+](C)C12C=CC(=[N+]([O-])[O-])C=C2[N+](=O)[O-] (centres undefined)
→ 15, 2.8, -7
CC(Sc1nnnn1C)C(=O)NC(=O)NC1CCCCC1 (centres undefined)
→ 10, -3.1, 22
CC(C)(CO)NCc1ccc(Br)cc1
→ 7, 1.3, -26
Cn1nc(C(F)(F)F)c2cc(C(=O)Nc3ccc(F)cc3)sc21
→ -2, 0.1, -4

# Next part
# Value order – GSIS activator, CFTR F508del cor, FN deposit inh
CC1CCCN(S(=O)(=O)c2ccc(C(=O)Nc3nnc(-c4ccccn4)o3)cc2)C1 (centres undefined)
→ 10, 2.1, -9
C/C=C/c1ccc([C@H]2[C@@H](CO)N(C(=O)C3CCC3)C23CN(C(=O)NC(C)C)C3)cc1
→ -7, 1.8, -16
O=S(=O)(NCc1c(Cl)cccc1Oc1ccccc1)c1ccc(F)cc1
→ 20, 1.2, -11
O=C1[C@@H](c2ccccc2)CC[C@@H]2C=CC[C@H]3CCN1[C@@H]32
→ 18, -2.2, 10
COC(=O)c1c(C)nsc1NC(=O)Oc1ccccc1
→ -5, -0.6, 9
O=C(NN1C(=O)c2ccccc2NC1c1ccc([N+](=O)[O-])o1)c1ccc(Br)cc1 (centres undefined)
→ -7, -0.6, 28
COc1ccc(-c2ccc(CCC(=O)O)n2Cc2ccco2)cc1
→ -25, -0.4, -10
CC(C)(C)OC(=O)N1CCC[C@H]1c1nnc(SCc2cccc(Cl)c2)o1
→ -15, 0.2, -12
CN(C)C(=O)CSc1n[nH]c(=O)[nH]c1=O
→ -8, 1.8, 14
O=[N+]([O-])c1cc(C(F)(F)F)ccc1N1CCN(CCO)CC1
→ -10, -5.2, 15
Cc1nc(-c2ccccc2)c(Cc2ccccc2O)c(=O)[nH]1
→ 24, -0.7, -4
CCn1c(=O)c2c(n3c(=S)[nH]nc13)-c1ccccc1CC21CCCCC1
→ 9, -0.3, 8
Cc1ccc(NC(=O)c2ccc(=O)[nH]c2)cc1S(=O)(=O)N1CCCCC1
→ -9, 1.5, -3
CSC1=NC(=O)/C(=C\c2cccc3ccccc23)S1
→ -46, 0.5, 4
CCc1cccc2c(C(=O)C(F)(F)F)cn(CC(=O)N3CCOCC3)c12
→ 3, 0.9, -8

# More records:
# Value order – GSIS activator, CFTR F508del cor, FN deposit inh
COc1ccc2c3c([nH]c2c1)[C@H](CO)NCC31CN(S(=O)(=O)c2cccs2)C1
→ 12, 0.8, -7
CCC(CO)NCC#Cc1ccccc1 (centres undefined)
→ 25, -2.2, 0
FC(F)(F)c1cnc(N2CCN(C(=S)NCc3ccccc3)CC2)c(Cl)c1
→ -33, -1.3, -2
Cc1cc2cc(CNC(=O)CCC(=O)O)ccc2n1C
→ 17, -0.4, 9
CCOC(=O)[C@]12CCCC=C1N(Cc1cccc3ccccc13)C(=O)[C@H](CC(=O)NCCc1ccccc1OC)C2
→ -10, 0.4, 2
Cc1cc(C)c(OCC(=O)Nc2ccccc2N2CCCCC2)c(C)c1
→ 17, -0.6, 4
Cc1cccc(Cc2c(C)[nH]c(=O)c(C#N)c2C)c1
→ 11, -0.7, 4
O=C(NC1CCCC1)c1cc(S(=O)(=O)N2CCOCC2)c(Cl)cc1Cl
→ 14, 0.2, -3
O=C(Nc1cccc(OCC(=O)N2CCOCC2)c1)c1cccc([N+](=O)[O-])c1
→ -5, 2.7, -13
Cc1noc(C)c1-c1nnc(-c2ccc(C(F)(F)F)cc2)o1
→ -8, 0.7, 3
CCN(CC)CCSc1nc2c([nH]1)c(=S)n(C)c(=O)n2C
→ 12, 2.2, 6
NC(=O)CN1C(=O)C(O)(CC(=O)/C=C\c2ccc3c(c2)OCO3)c2ccccc21 (centres undefined)
→ 2, 0.8, 4
Cc1ccc(C(=O)NN2C(=O)C3C4C=CC([C@@H]3C2=O)C42CC2)cc1 (some centres undefined)
→ -2, -1.1, 5
CCN1CCN(CCCNC(=O)CS(=O)(=O)Cc2nc(-c3cccc(OC)c3)oc2C)CC1
→ 3, -1.2, 2
O=C(NCc1cccnc1)c1ccccc1[N+](=O)[O-]
→ -6, 3.0, 19

# Profiles, quoted from the list. Order of values: GSIS activator | CFTR F508del cor | FN deposit inh
# Results for Cc1nc(-c2ccccc2)c(Cc2ccccc2O)c(=O)[nH]1 : 24 | -0.7 | -4
# Results for CC1CCCN(S(=O)(=O)c2ccc(C(=O)Nc3nnc(-c4ccccn4)o3)cc2)C1 (centres undefined) : 10 | 2.1 | -9
# Results for CC(C)[C@@H]1NC(=O)[C@@H]2CSCCS(=O)(=O)N2C1=O : 22 | 1.1 | -3
# Results for CCc1cccc2c(C(=O)C(F)(F)F)cn(CC(=O)N3CCOCC3)c12 : 3 | 0.9 | -8
# Results for Cc1ccc(C(=O)NN2C(=O)C3C4C=CC([C@@H]3C2=O)C42CC2)cc1 (some centres undefined) : -2 | -1.1 | 5

# (more compounds)
# Value order – GSIS activator, CFTR F508del cor, FN deposit inh
COc1ccc(-n2c(C)cc(C(=O)COC(=O)Cc3n[nH]c(=O)c4ccccc34)c2C)cc1
→ -32, 1.2, 3
CCCCOCC1CN(CCCC)S(=O)(=O)c2c(Oc3ccc(C(C)C)cc3)cccc2O1 (centres undefined)
→ 3, 4.4, 6
Cc1ccc(C)c(CN2C(=O)c3ccccc3S(=O)c3ccc(C(=O)N4CCN(c5ccccn5)CC4)cc32)c1 (centres undefined)
→ -20, 3.8, -4
Fc1cccc(NC(=S)NNc2c3ccccc3nc3ccccc23)c1
→ -17, -2.6, -7
Cc1cc2c(c(=O)o1)C1(C)CC(C)(O2)c2c(cc(C)oc2=O)O1
→ 4, -1.9, -6
O=[N+]([O-])c1ccc2nc(-c3ccncc3)[nH]c2c1
→ -6, 1.1, 1
O=C(NC1(C(F)(F)F)NC(=O)N(C2CCCCC2)C1=O)c1ccco1 (centres undefined)
→ 14, 0.3, 2
CCOC(=O)c1sc(NC(=O)CCN2CCC(C)CC2)c(C(=O)OCC)c1C
→ 0, 3.3, 5
COc1ccc(NC(=S)NNc2ccc([N+](=O)[O-])cc2S(=O)(=O)Nc2ccc(C)cc2C)cc1
→ -17, -1.6, -9
CCN(CC(=O)NC(C)(C)C)C(=O)CN1c2cccc3cccc(c23)S1(=O)=O
→ 13, 2.5, 3
O=C(NCc1ccco1)c1nn2cccnc2c1Cl
→ 2, -1.2, 3
COc1ccc(C)cc1N=Nc1ccc(O)c2ncccc12
→ -4, 2.7, 4
O=C(NCc1ccccc1Cl)[C@H]1CCCN1C(=O)[C@H]1CCCN1C(=O)c1ccccc1
→ -3, -1.0, 4
O=C(c1ccccc1Cl)N1CCSCCS1(=O)=O
→ 5, -0.7, -7
Cc1cccc(C)c1-n1nnnc1C(c1ccnc2ccccc12)N(C)Cc1ccc(Cl)c(Cl)c1 (centres undefined)
→ 22, 2.7, 6

# Additional structures
# Value order – GSIS activator, CFTR F508del cor, FN deposit inh
Cc1ccc2nc(-c3ccncc3)c(NC3CCCCC3)n2c1
→ -5, -0.7, 2
CCOC(=O)N[C@@H](CC(C)C)C(=O)N1CCC[C@H]1C(=O)NCc1ccccc1
→ 6, -0.2, 4
COc1ccccc1N1CCN(C(=O)CCN2C(=O)c3cccc4cccc(c34)C2=O)CC1
→ 6, 0.6, 5
C/C(=N\Nc1nnc2c3ccccc3n(C)c2n1)c1ccc(C)o1
→ 9, -0.5, -2
CCOC(=O)c1cc2c(n(-c3ccc(Cl)cc3)c1=O)CCCC2=O
→ 9, -4.8, 2
O=C(CN1CCC(N2CCCCC2)CC1)N1CCOCC1
→ 4, -3.4, 8
Cc1ccc(NC(=O)c2cccs2)cc1NC(=O)c1cccnc1
→ 6, 1.4, 2
CCCc1nc2ccccc2c(=O)n1CC(=O)c1ccc(F)cc1
→ 3, -1.8, -4
COc1ccc(CCC(=O)N2c3ccccc3N=C(c3ccc4c(c3)OCO4)C2C(=O)Nc2ccc(OC)cc2)cc1 (centres undefined)
→ 14, 0.9, -5
NC(=O)Cn1nc([N+](=O)[O-])nc1Oc1ccccc1C(=O)N1CCOCC1
→ 8, -3.5, -8
CC(C)COc1ccc(C(=O)Nc2ccc(SC(F)F)cc2)cc1
→ 8, -0.5, -5
COc1ccc(NC(=O)C2CCCC2)cn1
→ 6, -1.6, -4
COc1ccc(CCNC(=O)/C=C/c2cc(OC)c(OC)c(OC)c2)cc1OC
→ -2, -0.3, 12
Nc1[nH]c(C(=O)c2ccccc2)c(-c2ccccc2C(F)(F)F)c1C(=O)NCCc1cccs1
→ -4, -0.8, -3
COCCNC(=O)NC(=O)COC(=O)c1ccc2[nH]c3c(c2c1)CCCC3
→ 0, -4.7, 8

# Next part
# Value order – GSIS activator, CFTR F508del cor, FN deposit inh
O=c1ccc2ccccc2c2ccccc12
→ -1, 1.5, 10
COc1ccc(N/N=C(/C#N)S(=O)(=O)C(C)(C)C)cc1
→ -10, 0.8, 1
CCOc1ccccc1NC(=S)N(CCN(C)C)C(C)c1ccncc1 (centres undefined)
→ 29, -0.9, 10
Nc1ncnc2c(C3OC(CO)C(O)C3O)c[nH]c12 (centres undefined)
→ -10, 2.4, 24
CCC(=O)NC[C@H]1N[C@H](CO)[C@@H]1c1ccc(-c2cccnc2)cc1
→ 14, 1.7, 2
C/C(=N\NC(=O)c1nc2ccccn2c1C)c1cc2ccccc2o1
→ 19, 0.6, -3
Cc1ccc(CNS(=O)(=O)c2cc3c4c(c2)CCN4C(=O)CC3)cc1
→ -5, 0.9, -12
CCc1ccc(C(=O)CSc2nc(C)cc(=O)[nH]2)cc1
→ -9, 2.2, 2
CCN(CC)CCCn1c2c(c(SCC(=O)Nc3nc(C)cs3)nc1=O)CCC2
→ 6, -1.1, 4
Cc1ccc(Cl)cc1NC(=O)COC(=O)c1ccc(N2CCCC2)c([N+](=O)[O-])c1
→ 15, 3.4, 2
C[C@H]1COc2cccc(N3CCCC3)c2S(=O)(=O)N1
→ 6, -0.3, 11
Cc1csc(=O)n1CCC(=O)OCC(=O)Nc1cc(Cl)ccc1[N+](=O)[O-]
→ 1, 0.0, 2
CCOCCCNC(=S)Nc1ccc2nc3n(c(=O)c2c1)CCCCC3
→ 0, 0.3, -2
CCn1ncc(/C=N/NC(=O)c2cc(Cl)ccc2OC)c1C
→ 11, 0.0, 3
O=C(OCc1cccc([N+](=O)[O-])c1)c1cnccn1
→ 0, -4.1, -7

# Other compounds:
# Value order – GSIS activator, CFTR F508del cor, FN deposit inh
O=C(NCCc1cccs1)c1ccc(Cl)c(Cl)c1
→ -27, 0.8, 2
COc1cc2cc(C)c(Br)c(OC)c2cc1OC
→ -6, 0.5, -8
O=C(CCNC(=O)c1ccccc1Cl)Nc1ccc(S(=O)(=O)Nc2nccs2)cc1
→ 6, 3.5, 0
CN(C)C1CN(Cc2cn(Cc3ccc(F)cc3)nn2)S(=O)(=O)C1 (centres undefined)
→ 8, 4.3, -1
COCCN1C(=O)N[C@@H](c2ccccc2)C(C(C)=O)=C1C
→ 6, -2.9, -10
CC(C)CC#Cc1ccc([C@H]2[C@@H](CO)N3C(=O)CN(C(=O)NC4CCCC4)C[C@@H]23)cc1
→ -2, 2.6, 3
O=C(O)c1cscc1Cc1cccs1
→ 4, -3.0, 2
CC1Cc2ccccc2N1C(=O)CSc1nnc(C2CC2)n1C (centres undefined)
→ 11, -0.1, 7
O=C1NC[C@@H](CCCCN2CCN(CCC3CCCCC3)C(=O)C2=O)N(CCC2CCCCC2)C1=O
→ -4, -0.4, 3

# Taken from above:
# GSIS activator with COCCN1C(=O)N[C@@H](c2ccccc2)C(C(C)=O)=C1C → 6
# GSIS activator with CN(C)C1CN(Cc2cn(Cc3ccc(F)cc3)nn2)S(=O)(=O)C1 (centres undefined) → 8
